KOR beta-arrestin-1: KOR agonists, beta-arrestin recruitment, primary screen, cell-based, luminescence, uHTS (AID 1777) | Kappa-type opioid receptor (Homo sapiens) | one-dose activation, % at 10 µM; EC50 in µM for titrated hits | KOR beta-arrestin recruitment, luminescence; higher % means a stronger effect | 0.02% of 280,000 active; in the data active means activation above about 50%, passing the limit was not always enough; further: a part of the inactive calls stands beside numbers as strong as those of hits
Large T inhibition: SV40 large T antigen inhibitors, biochemical (AID 1903). 0.39% of 310,000 active. inhibition, % at 20 µM, or IC50 in µM where a hit was titrated. SV40 large T antigen ATPase/helicase inhibition assay; higher % means a stronger effect; in the data active means a potency from the dose series; inconclusive means inhibition mostly from about 32% at the one dose, without a potency; inactive means the rest, 99 in 100 with inhibition below about 32%; further: strong numbers were not always called active
NOD2 inhibition: NOD2 signaling inhibitors, cell-based, luminescence, uHTS, HEK293 (AID 1566) | HEK293 NOD2/NF-kB luciferase reporter, luminescence; higher % means a stronger effect | one-dose inhibition, % at 4 µM; EC50 in µM for titrated hits | 0.63% of 290,000 active; further: many of its hits are not listed in these tables
HIV fusion peptide: inhibitors of HIV fusion peptide binding, primary screen, biochemical, uHTS, fluorescence dequenching (AID 1986). inhibition, % at 20 µM, or IC50 in µM where a hit was titrated. 0.3% of 290,000 active. cell-free peptide binding, fluorescence dequenching, 30 min; higher % means a stronger effect; in the data active means inhibition mostly above about 52%, no sharp cut-off; inactive means mostly below about 76%; further: some results filed as inactive read as strong as hits
Rac1 GTP hydrolysis: MgcRacGAP GTPase-activating activity inhibitors, confirmation, biochemical, ADP Hunter fluorescence. Rac GTPase-activating protein 1 (Homo sapiens). MgcRacGAP-stimulated Rac1 GTP hydrolysis, ADP Hunter fluorescence; higher % means a stronger effect; GST-tagged Rac1 F28L mutant substrate. inhibition, % at 30 µM, or IC50 in µM where a hit was titrated. 0.6% of 340,000 active;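 active means first-screen hits whose inhibition reached a set limit at any dose in the follow-up dose series; inconclusive means inhibition above the set first-screen limit but never retested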;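 further: fluorescence reports GDP produced by GAP-driven GTP hydrolysis; strong numbers were not always called active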
KOR beta-arrestin-2: KOR antagonists, beta-arrestin recruitment, cell-based, luminescence, uHTS (AID 1778) | Kappa-type opioid receptor (Homo sapiens) | KOR beta-arrestin recruitment, luminescence, antagonist mode; higher % means a stronger effect | inhibition, % at 10 µM; hits with a dose series show IC50 in µM | 0.091% of 290,000 active; further: strong numbers were not always called active
GPR55 LPI antagonism: GPR55 antagonists blocking LPI-driven arrestin recruitment, primary screen, imaging, U2OS, beta-arrestin-GFP, LPI agonist (AID 2013). 0.13% of 290,000 active. inhibition, % at 10 µM, or IC50 in µM where a hit was titrated. U2OS GPR55 beta-arrestin-GFP translocation imaging, LPI antagonism; higher % means a stronger effect;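 active means spots per cell inhibited over 60%, with over 100 cells counted and total cytoplasm intensity under 500,000; inconclusive means wells with under 100 cells, flagged as likely toxic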;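 further: U2OS cells stably carrying GPR55 and arrestin-GFP stimulated by 5 µM LPI near EC80; imaged beta-arrestin-GFP aggregate spots per cell after agonist stimulation; plate controls were LPI-stimulated DMSO wells for no effect and DMSO wells without LPI for full effect; some results filed as inactive read as strong as hits; confirmed hits need IC50 under 10 µM and bright autofluorescent wells are also inconclusive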
GPR55 activation: GPR55 agonists via beta-arrestin recruitment, primary screen, imaging, U2OS cells, beta-arrestin-GFP redistribution (AID 1961); G-protein coupled receptor 55 (Homo sapiens); U2OS GPR55 beta-arrestin-GFP redistribution imaging; higher % means a stronger effect; activation, % at 10 µM; hits with a dose series show EC50 in µM; 0.048% of 290,000 active;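 active means activation above 40% with more than 50 cells counted in the well; inconclusive means wells holding fewer than 50 cells, flagged as toxic or sparse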;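 further: U2OS osteosarcoma cells stably expressing GPR55 and beta-arrestin-GFP; plate controls were DMSO negative control for no effect and LPI positive control for full effect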
NOD1 NF-kB reporter: NOD1 signaling inhibitors, primary screen, cell-based, luminescence, uHTS (AID 1578) | NOD1-driven NF-kB luciferase reporter cells, luminescence; higher % means a stronger effect | 1% of 290,000 active | inhibition, % at 4 µM, or EC50 in µM where a hit was titrated; in the data active means inhibition mostly above about 36%, no sharp cut-off; inactive means mostly below about 34%;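 further: HEK-293T reporter cells stimulated with the NOD1 agonist gamma-tri-DAP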
An asterisk follows results filed as active; u = inconclusive; x = not tested or not shown; [ ] = dose if it differs, or a comment. Unless noted, no stated cut-off is given here; in the data, active means inhibition above about 50%; inactive means the rest. These rows are one share of the data; count on the stated rates, not on these rows.

SMILES | KOR beta-arrestin-1 | Large T inhibition | NOD2 inhibition | HIV fusion peptide | Rac1 GTP hydrolysis | KOR beta-arrestin-2 | GPR55 LPI antagonism | GPR55 activation | NOD1 NF-kB reporter
O=[N+]([O-])c1ccc(COc2cccc(CNc3ccc(Br)cc3)c2)cc1 | -1.8% | -3.1% | -45.7% | -1.0% | -2.2% | -1.2% | -5.5% | -0.3% | -11.4%
CCOc1ccc(NC(=O)C(=O)N/N=C\c2ccc(CNS(=O)(=O)c3ccccc3)o2)cc1 | 5.5% | -3.4% | -66.6% | 3.6% | 3.9% | -1.9% | -8.4% | 0.3% | -48.0%
COc1ccccc1NC(=O)CSc1nnc(Cc2cc(=O)[nH]c(=O)[nH]2)n1-c1ccccc1 | -4.4% | -5.9% | 8.5% | -1.4% | 2.1% | 1.5% | -12.8% | -0.4% | 10.5%
CCn1c(=S)sc2c(=O)n(CC(=O)Nc3ccc(OC)cc3)c(C)nc21 | 2.7% | 4.5% | 10.5% | 2.5% | -6.3% | -8.9% | -30.5% | 0.3% | 34.1%
COC(=O)c1cccc(COC(=O)c2ccc(N(C)C)cc2)c1 | -4.2% | 23.8% | 4.7% | 1.4% | 3.7% | -2.2% | 3.9% | -0.1% | -15.0%
COc1ccc(-n2c3c(cc(C(=O)NCC(=O)c4ccccc4)c2=O)C(=O)CC(C)(C)C3)cc1 | 7.7% | -3.2% | 24.6% | 18.9% | -0.9% | -16.5% | -14.4% | -0.2% | 23.8%
O=C(c1ccc(COCC(F)(F)F)o1)N1CCCC1 | x | 8.0% | -14.9% | -0.2% | 1.3% | -25.2%[20 µM] | 17.0% | -0.1% | 14.7%
COc1ccc(CCNC(=O)c2nnn(-c3ccccc3OC)c2N)cc1OC | 1.4% | 5.3% | 17.7% | 3.0% | 5.4% | 4.0% | 24.2% | 0.0% | 12.7%
COc1ccccc1NC(=O)c1ccc(CSc2ncccn2)cc1 | -3.4% | 3.1% | -12.1% | 0.9% | x | 7.4% | 13.1% | -0.1% | -48.6%
CCCCn1c(N)c(N(CC(C)C)C(=O)CCCc2cccs2)c(=O)[nH]c1=O | -4.6% | 8.9% | -13.9% | -1.3% | 0.8% | 31.1% | -17.4% | -0.1% | 4.2%
CC(C)OC(=O)c1c(NC(=O)c2ccco2)sc2c1CCCCC2 | 1.8% | 13.9% | 21.3% | -0.4% | 4.8% | -4.3% | -0.4% | -0.1% | 16.0%
Cc1ccc(SCC(=O)Nc2ccccc2C(=O)O)cc1 | 3.8% | 6.4% | -44.5% | 2.1% | 7.1% | -15.6% | 13.8% | -0.1% | -72.5%
COC(=O)c1ccc(-c2sc3nc(N4CCOCC4)c4c(c3c2N)CC(C)(C)OC4)o1 | -0.4% | -1.7% | 5.5% | 2.3% | 10.0% | 9.1% | -7.0% | 0.3% | -32.8%
CN(C(=O)c1ccccc1Cl)c1ccccc1C(=O)NCCc1ccccc1 | -3.5% | 14.6% | 1.2% | 0.6% | 8.3% | 15.6% | -13.8% | -0.1% | -15.0%
CCc1ccc(C(=O)CN2C(=O)NC(C)(CCc3ccccc3)C2=O)cc1 (stereo not drawn) | -0.2% | u | 9.8% | 0.3% | 5.1% | 42.0% | 6.9% | -0.1% | -4.0%
COc1ccc2nc(SCC(=O)Nc3nonc3C)[nH]c2c1 | -1.7% | -3.7% | 6.0% | 0.1% | 5.8% | -32.9% | 12.8% | -0.1% | -9.9%
COC(=O)C1C(O)=C(C(C)=Nc2cccc3ccccc23)C(=O)CC1(C)C (stereo not drawn) | 1.9% | 15.4% | 17.2% | 4.7% | 13.2% | 0.6% | 9.9% | -0.2% | -5.2%
COc1ccc(OC)c(C(=O)c2coc3ccc(OCC(=O)O)cc23)c1 | -5.3% | 28.2% | 1.8% | 1.1% | 4.5% | 3.7% | 11.0% | 0.3% | -2.2%
COc1ccc(OC)c(N2C(N)=NC(N)=NC23CCCC3)c1 | -0.8% | -2.6% | 4.2% | -2.3% | -2.5% | 3.7% | 16.8% | 0.2% | -12.0%
Fc1ccccc1N1CCN(CC2CCCCC2)CC1 | -5.7% | 15.1% | -7.6% | -0.5% | 28.6% | 1.2%[20 µM] | 21.3% | -0.2% | -6.6%
CCOC(=O)C1CCCN(C(=O)CCn2nc(-c3ccccc3)ccc2=O)C1 (stereo not drawn) | 3.1% | 10.2% | 1.4% | 1.6% | -6.1% | -30.5% | 6.8% | -0.1% | -20.8%
Cc1ccc(Nc2nc(N)nc(CSCCO)n2)cc1 | 2.3% | -0.6% | -45.6% | 0.2% | 13.3% | -21.0% | 8.7% | 0.0% | -53.5%
C/C(=N\NC(=O)c1csc2ccccc12)c1ccc(O)cc1 | -2.2% | 26.5% | 2.8% | -2.7% | 26.2% | -7.1% | -3.2% | -0.2% | 2.5%
C/C=N/NC(=O)CCCC(=O)N/N=C/C | 5.3% | 24.6% | -6.8% | -1.0% | 9.2% | -32.1% | 5.4% | 0.1% | 8.5%
O=C(CCC(=O)NC1CCCCC1)NCc1ccc(F)cc1 | -1.1% | 3.9% | -6.0% | 0.3% | 8.0% | 4.9% | 0.1% | 0.5% | -10.0%
CCCN(CCC)CCNC(=O)CS(=O)Cc1nc(-c2ccc(C)cc2)oc1C (stereo not drawn) | -1.6% | -0.8% | 28.1% | 0.9% | 6.4% | -12.8% | 0.2% | 0.0% | -14.4%
CC(CCc1ccco1)NC(=O)c1cccc2c1C(=O)N(C1CCCCC1)C2 (stereo not drawn) | -2.5% | 15.6% | 4.9% | 1.9% | -0.3% | -9.6% | 3.3% | 0.1% | -34.7%
O=C(CCN1C(=O)c2ccncc2C1=O)Nc1cc(F)ccc1F | -3.1% | 4.0% | 10.4% | 4.0% | 9.9% | -1.8% | 0.5% | 0.1% | -17.2%
CCCCNC(=O)C1CC(c2c(Cl)cccc2Cl)=NO1 (stereo not drawn) | 0.4% | 13.1% | 3.6% | 3.9% | 1.6% | -38.3% | 13.2% | -0.1% | 30.4%
COc1ccc(CNC(=O)CN(C(=O)Cn2nnc(-c3ccccc3F)n2)c2ccc(C)cc2)cc1 | x | 12.2% | 0.7% | 0.2% | 4.3% | 22.6%[20 µM] | 8.5% | 0.2% | -23.6%
Cn1c(=O)[nH]c(=O)c2c1nc(CN1CCOCC1)n2Cc1ccccc1 | 9.6% | -0.7% | 8.3% | -2.1% | -1.5% | -7.0% | -2.6% | -0.1% | 17.1%
COc1ccc(CCNCC(C)c2ccccc2)cc1 (stereo not drawn) | -2.5% | 5.4% | -14.9% | 1.4% | 28.0% | -10.4% | 4.8% | -0.1% | -0.7%
COc1ccc(N2C(=O)C3CCCN3C2c2ccccc2Cl)cc1 (stereo not drawn) | 0.2% | 13.0% | 8.0% | 0.7% | 5.7% | -11.9% | 9.1% | -0.2% | -2.8%
CC(NC(=S)NCc1ccccc1)C12CC3CC(CC(C3)C1)C2 (stereo not drawn) | -2.2% | 7.1% | 6.7% | -1.0% | 6.5% | -26.0%[20 µM] | -2.9% | -0.1% | -3.6%
Cc1ccc(N=C2C(=O)Nc3ccccc32)c(C)c1 | 3.0% | 6.0% | -13.9% | -1.0% | 5.7% | -28.5% | -7.0% | -0.2% | -5.5%
CC(=O)CN1Cc2ccccc2/C1=N\C(=O)Nc1ccccc1 | -6.6% | 4.3% | 2.2% | -0.8% | -0.3% | 24.1% | 4.2% | -0.2% | 0.2%

The last 2 entries of the section above open the next one.
SMILES | KOR beta-arrestin-1 | Large T inhibition | NOD2 inhibition | HIV fusion peptide | Rac1 GTP hydrolysis | KOR beta-arrestin-2 | GPR55 LPI antagonism | GPR55 activation | NOD1 NF-kB reporter
Cc1ccc(N=C2C(=O)Nc3ccccc32)c(C)c1 | 3.0% | 6.0% | -13.9% | -1.0% | 5.7% | -28.5% | -7.0% | -0.2% | -5.5%
CC(=O)CN1Cc2ccccc2/C1=N\C(=O)Nc1ccccc1 | -6.6% | 4.3% | 2.2% | -0.8% | -0.3% | 24.1% | 4.2% | -0.2% | 0.2%
COc1ccc(-c2cc([C@H]3[C@@H]4C=CCC[C@@]4(C)C(=O)N3Cc3ccccc3)ccc2F)cc1 | 3.3% | 0.3% | -9.9% | 1.1% | 6.2% | 28.7% | 9.5% | 0.7% | 4.4%
CCOC(=O)N1CCC(=NNc2ccnc3cc(Cl)ccc23)CC1 | 4.2% | 5.7% | -19.3% | -0.2% | 3.9% | -27.0% | -5.6% | 0.1% | -54.1%
COc1ccc(CCNC(=O)Cn2cccc2C(=O)c2ccccc2)cc1OC | 1.6% | 12.0% | -1.6% | 0.1% | -4.3% | 16.4% | 0.4% | -0.3% | -32.8%
CCCOC(=O)Nc1sc2c(c1C(N)=O)CCCC2 | x | x | 8.3% | -1.7% | 8.1% | -29.9%[20 µM] | -1.5% | -0.1% | -27.1%
CCC1OC(c2ccc([N+](=O)[O-])cc2)=Nc2ccccc21 (stereo not drawn) | -0.1% | 27.2% | 11.8% | -0.9% | 18.1% | -8.8% | 11.9% | -0.2% | -17.9%
CC(=O)NS(=O)(=O)c1cccnc1Nc1ccc(Cl)c(Cl)c1 | 2.2% | 7.2% | -20.4% | 10.8% | -4.9% | -61.2% | 4.5% | 0.3% | 12.7%
CCOC(=O)C1=C(O)/C(=C/c2ccc(OCC(=O)O)c(OCC)c2)SC1=Nc1ccccc1 | x | 13.9% | -2.3% | 18.4% | 14.2% | -13.4%[20 µM] | -3.4% | 0.2% | -23.3%
CC(=O)Nc1cccc(N(C)C)c1 | 7.0% | 16.9% | 6.2% | -2.9% | 14.9% | 16.7% | -16.9% | -0.1% | 2.5%
CCN1CCc2c(OCC(=O)N3CCCc4ccccc43)cccc2C1=O | -0.7% | 9.5% | 0.4% | -0.5% | 7.2% | -15.0% | 10.9% | -0.3% | -23.6%
COc1ccc(CNC(=O)c2ccc3c(c2)N(C)CCS3)cc1 | -2.3% | 4.6% | 5.4% | -1.3% | 5.6% | -25.4%[20 µM] | -11.3% | 0.6% | 6.7%
CCOC(=O)Cc1csc(NC(=O)c2sc3nc4ccc(CC)cc4cc3c2N)n1 | 5.7% | 16.3% | -15.7% | 26.2% | 9.0% | 2.6% | 2.8% | -0.3% | 3.0%
CC(C(=O)Nc1ccccc1-c1ccccc1)N(C)Cc1nc2ccccc2c(=O)[nH]1 (stereo not drawn) | -3.4% | 3.7% | -5.2% | 2.0% | 2.7% | 11.9% | 6.0% | 0.3% | -2.7%
COc1ccc(CN2CCC(C(=O)N3CCN(c4ccccc4F)CC3)CC2)cc1OC | -1.6% | 21.0% | 10.0% | -0.7% | 8.9% | -28.7% | 4.9% | -0.5% | -27.6%
